High-throughput results as filed in PubChem.
Yfh1-off respiration – mitochondrial function rescue without frataxin homolog – Friedreich's ataxia, plus single-dose screen, dose response (AID 1465) | S. cerevisiae Yfh1-off respiration, WST-1 reduction, 72 h; higher fold induction means a stronger effect | one-dose fold induction at 50 µM; EC50 in µM for titrated hits | actives 0.074% (n = 220,000);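 active = fold induction of absorbance versus untreated yeast above a set limit, then at least 30% activation at any dose in follow-up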;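 note: activators that raise dye reduction in frataxin-depleted yeast; strong numbers were not always called active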
WT yeast gro inh – growth inhibition of WT yeast, mitochondrial fusion screen; inhibition, % at 10 µM; mitochondrial fusion phenotypic screen, WT strain; actives 2.1% (n = 190,000); in the data active = inhibition above about 58%; tested in S. cerevisiae
Insulin prom up – MIN6 insulin promoter up-regulation. actives 0.3% (n = 190,000). AID 1625. MIN6 insulin promoter-GFP reporter, high-content imaging; hits give high values. z-score at 5 µM;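 active = z-score above 3 at 5 µM with at least 500 cells counted in the well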
MT stabilize HCS – microtubule stabilization, imaging screen | actives 0.83% (n = 200,000) | HeLa tubulin immunostaining HCS, 24 h; share of cells brighter than vehicle mean+2SD | % tubulin-high responders, % at 10 µM;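 active = plate Z-score above 3 for both tubulin-high and condensed-nucleus cell shares, with cell loss under 80%, at 10 µM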;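 note: anti alpha tubulin signal scored within the nucleus-defined area of each cell; some results filed as inactive read as strong as hits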
b-catenin transl – beta-catenin nuclear translocation modulation | nuclear translocation activity, % at 5 µM | HeLa beta-catenin nuclear translocation, immunofluorescence imaging | AID 1665 | actives 0.3% (n = 190,000);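 active = nuclear translocation activity above 50% at 5 µM, with a well cell count of 50 or more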;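 note: per-cell ratio of nuclear to cytoplasmic median beta-catenin stain intensity; plate controls were DMSO negative control for no effect and GSK-3 inhibitor IX positive control for full effect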
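Test system: HeLa cells, endogenous beta-catenin; Compound: single 5 µM dose plus 0.02–20 µM confirmation series; Times: compound exposure 24 h at 37°C; Signal: fluorescence imaging of beta-catenin antibody stain plus DAPI; Read-out: % activation, nuclear-to-cytoplasmic median beta-catenin signal ratio per cell.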
NOD2 inhibition – NOD2 signaling inhibitors, cell-based, luminescence, uHTS, HEK293 (AID 1566) | HEK293 NOD2/NF-kB luciferase reporter, luminescence; higher % means a stronger effect | inhibition, % at 4 µM; hits with a dose series show EC50 in µM | actives 0.63% (n = 290,000); in the data active = inhibition above about 50%; note: many of its hits are not listed in these tables
Hep lipid drop – hepatic lipid droplet formation modulation; AML12 mouse hepatocytes, oleate lipid droplets, BODIPY imaging; inhibition, % at 6.5 µM; actives 0.4% (n = 240,000);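 active = lipid droplet intensity inhibited by at least 50%, with more than 500 cells counted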
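material = mouse AML12 hepatocyte cell line, fixed after treatment | also added = 100 µM oleic acid challenge | doses = compound at 6.5 µM only | schedule = overnight exposure | technique = Image-based BODIPY and DAPI two-channel analysis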
Dynein cargo inh – blocks dynein driven cargo transport along microtubules; 3617.4 mouse cells, GR-EGFP nuclear translocation imaging; test concentration mostly 20 µM; stimulated with dexamethasone, 1 µM; hits give low values; AID 1381; actives 0.47% (n = 220,000); z-score, hits read low;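 active = plate z-score of nuclear minus cytoplasmic receptor signal below a set negative limit, without overly bright fluorescence or cell loss, cut at about -3.5 in these data, passing the limit was not always enough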;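 note: z-score of nuclear minus cytoplasmic ring GR-EGFP intensity difference per well; some compounds called inactive have numbers as strong as hits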
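Buffer or medium: tetracycline-free induction medium containing charcoal-stripped FBS / Reagent: dexamethasone agonist, 1.0 µM final, for 30 min / Technique: automated 10x imaging of fixed Hoechst-stained cells / Times: induction 48 h, compound 1 h, agonist 30 min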
Autophagy mod – modulators of autophagy; MEF GFP-LC3 puncta imaging; test concentration mostly 10 µM; calls only at 10 µM (by protocol); actives 0.98% (n = 190,000); AID 463193;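 active = percentage of spot-positive cells more than 3 SD above its plate mean, without a fluorescence outlier flag or 80% toxicity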;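 note: spot-positive cell cutoff set from DMSO-treated cells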
WT yeast gro inh mutant strain – second read-out of WT yeast gro inh, no call of its own (marks repeat the call); inhibition, %; mitochondrial fusion phenotypic screen, mutant strain inhibition
Dynein cargo inh cytoplasmic EGFP – also measured in Dynein cargo inh; calls as there; z-score; measured here: cytoplasmic GR-EGFP intensity; hits give high values
Dynein cargo inh nuclear GR-EGFP – second read-out of Dynein cargo inh, no call of its own (marks repeat the call); z-score; measured here: nuclear GR-EGFP intensity;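 lower value marks the stronger effect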
Dynein cargo inh cell count – also measured in Dynein cargo inh; calls as there; z-score; measured here: cell count per field
Insulin prom up cell count – further read-out of Insulin prom up, marked with its call; cell count; measured here: cytotoxicity, nuclei count;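 total cells summed across four imaged fields per well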
Hep lipid drop cells 6.5 µM – also measured in Hep lipid drop; calls as there; cell count; measured here: cell count, cytotoxicity flag;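 cells counted across two imaged fields per well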
b-catenin transl cell count 5 µM – also measured in b-catenin transl; calls as there; cell count; measured here: cell count, cytotoxicity flag
MT stabilize HCS Hoechst-high % – second read-out of MT stabilize HCS, no call of its own (marks repeat the call); % Hoechst-high responders; measured here: nuclear condensation Hoechst responders;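 share of cells brighter than vehicle mean plus two SD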
MT stabilize HCS cytotoxicity % – further read-out of MT stabilize HCS, marked with its call; toxicity, %; measured here: cytotoxicity by cell density;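 0% = mean cell density of plate MIN control wells and 100% = no cells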
Autophagy mod cell loss 18 h – further read-out of Autophagy mod, marked with its call; toxicity, %; measured here: cell loss, nuclei count;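 cell loss after 18 h compound exposure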
An asterisk follows results filed as active; i = inactive; · = no result given; + = active, no number.

Fields – Yfh1-off respiration | WT yeast gro inh | WT yeast gro inh mutant strain | Insulin prom up | Insulin prom up cell count | MT stabilize HCS | MT stabilize HCS Hoechst-high % | MT stabilize HCS cytotoxicity % | b-catenin transl | b-catenin transl cell count 5 µM | NOD2 inhibition | Hep lipid drop | Hep lipid drop cells 6.5 µM | Dynein cargo inh | Dynein cargo inh cytoplasmic EGFP | Dynein cargo inh nuclear GR-EGFP | Dynein cargo inh cell count | Autophagy mod | Autophagy mod cell loss 18 h
Cc1cc(C)n2nc(C(=O)OCC(=O)c3cc(C)n(CC4CCCO4)c3C)nc2n1 (stereo not drawn)
    i | -28 | -7 | 1.4 | 1392 | 2.4 | 2.5 | 3.9 | -0.1 | 1028 | -12% | 4 | 695 | -1.3 | -0.15 | -0.7 | 0.64 | i | -10
CNc1nc(NC)nc(-n2c(C(F)(F)F)nc3ccccc32)n1
    i | 24 | 30 | -0.21 | 1381 | 1.3 | 1.3 | 4.6 | -0.4 | 1204 | 7% | · | · | 0.62 | 0.038 | 0.79 | -0.26 | i | -1
O=C(Cc1noc2ccccc12)NNC(=S)Nc1ccc(Cl)cc1
    i | 3 | 8 | 0.08 | 1286 | 1.1 | 1.3 | 5.7 | 0.3 | 991 | 12% | 14 | 717 | -0.95 | 0.056 | -0.46 | 0.99 | i | 15
Cc1cc(C)cc(CC2CC(=O)N(c3nc(C)cc(C)n3)C2=O)c1 (stereo not drawn)
    i | -6 | 2 | · | · | 2.5 | 2.6 | 7.7 | · | · | · | · | · | -0.14 | -0.24 | 0.1 | 0.46 | i | -10
COc1ccc(/C=C2\CN(Cc3ccccc3)C/C(=C\c3ccc(OC)cc3OC)C2=O)c(OC)c1
    · | 1 | -8 | -1.4 | 539 | 3.1 | 1.1 | 8.1 | -0.6 | 1411 | -2% | · | · | 0.52 | -0.0095 | 0.83 | -0.95 | i | -19
CC(C)CCc1c(O)nc(SCC(C)C)[nH]c1=O
    i | -13 | -12 | 0.58 | 1564 | 4.2 | 1.7 | 1.6 | 0.0 | 901 | 5% | 1 | 750 | -0.41 | -0.38 | 0.0067 | 0.63 | i | 11
COc1cccc(-n2c(CN3CCN(Cc4ccccc4)CC3)nc3ccc([N+](=O)[O-])cc3c2=O)c1
    i | -5 | -4 | -0.28 | 1236 | 3.6 | 2.5 | 3.9 | -1.4 | 953 | -34% | 4 | 660 | -0.11 | 0.034 | -0.27 | -0.083 | i | 7
O=C(/C=C\c1cccs1)N1CCN(Cc2ccc3c(c2)OCO3)CC1
    i | -17 | 12 | 1.3 | 1155 | 3.2 | 1.6 | 3.4 | -0.6 | 1100 | 3% | -2 | 753 | -0.21 | -0.35 | -0.19 | 0.81 | i | 3
N#CCCN1CCN(S(=O)(=O)c2ccc(S(=O)(=O)NC3CCCC3)cc2)CC1
    i | 14 | -2 | 2 | 1134 | 4.8 | 1.4 | 4.3 | 0.6 | 989 | -5% | -22 | 550 | -0.33 | -0.22 | -0.095 | 0.066 | · | ·
CCOC(=O)N1CCN(C(=O)c2ccc(OC)cc2)CC1
    i | -4 | -10 | 0.32 | 1580 | 2.1 | 0.6 | 0.9 | -1.5 | 950 | 21% | -10 | 713 | -0.093 | -0.3 | 0.19 | 0.48 | i | 19
CCOC(=O)/C=c1\s/c(=C(\C#N)C(N)=O)n(-c2ccccc2)c1=O
    i | · | · | -0.29 | 1065 | · | · | · | 1.5 | 1347 | 21% | 1 | 760 | 1.5 | -0.24 | 1.2 | -0.11 | · | ·
C(#Cc1ccccc1)CN1CCCCC1
    i | -7 | -16 | -0.28 | 1599 | 1.7 | 1.2 | 1.3 | -0.8 | 1062 | -1% | 11 | 722 | -0.29 | -0.2 | 0.093 | -0.054 | i | -2
CCCCN1C(=O)C(NC(C)=O)c2ccccc21 (stereo not drawn)
    i | 52 | 5 | 0.13 | 1846 | 3.1 | 2.7 | 10 | -0.7 | 1053 | -15% | -7 | 592 | 0.37 | -0.2 | 0.49 | 1.8 | i | 0
CC(O/N=C\c1ccccc1O)C(=O)Nc1ccccc1C(=O)N1CCOCC1 (stereo not drawn)
    i | -3 | 8 | 0 | 1239 | 5.1 | 1.9 | 1.2 | 5.2 | 454 | -8% | 2 | 548 | -0.24 | -0.24 | -0.16 | 1.1 | i | 20
CCC(C)c1ccc(NC(=O)COC(=O)c2nc3nccc(C)n3n2)cc1 (stereo not drawn)
    i | 1 | 4 | -0.59 | 1235 | 1.5 | 1.2 | 10 | -1.2 | 1130 | -10% | 0 | 730 | -0.3 | 0.081 | 0.28 | -0.095 | i | 10
O=C(CNc1ccc(Cl)cc1)c1ccc(Br)cc1
    i | 3 | 5 | 0.99 | 1581 | 3.2 | 2.5 | 7.4 | 1.7 | 1032 | 4% | 6 | 693 | 0.12 | -0.34 | 0.48 | 0.37 | i | -2
Cc1ccc(-c2nn3c(C)nnc3c3ccccc23)cc1S(=O)(=O)N(C)CCO
    i | 10 | -4 | 0.86 | 1017 | 1.8 | 1.5 | 8.2 | · | · | 5% | 19 | 785 | -1.1 | -0.21 | -0.39 | 0.73 | i | 27
Cc1cc(C)cc(N2C(=O)CC(Sc3ncn[nH]3)C2=O)c1 (stereo not drawn)
    i | -5 | 15 | -0.15 | 1372 | 1.5 | 1.9 | 14 | -0.8 | 989 | 8% | 1 | 652 | -0.7 | 0.23 | -0.14 | -0.66 | i | -1
CCC(=O)c1c[nH]c(C(=O)NCc2cccs2)c1
    i | · | · | -0.53 | 936 | · | · | · | -1.2 | 1324 | -5% | -17 | 667 | -0.69 | -0.25 | 0.1 | -0.15 | · | ·
Cc1ccc(S(=O)(=O)/N=C(\CSC(N)=O)Nc2ccccc2)cc1
    i | -4 | 3 | -1.5 | 547 | 1.2 | 1.2 | 8.7 | 2.3 | 1249 | 2% | 2 | 734 | 0.54 | -0.073 | 0.16 | 0.19 | i | 2
c1ccc(-c2cn3nc(-c4ccccc4)cnc3n2)cc1
    i | -9 | -5 | -0.05 | 1412 | 2.4 | 2.3 | 7.4 | -0.2 | 1018 | -39% | 1 | 670 | -0.42 | -0.16 | -0.34 | -0.37 | + | 4.0*
COc1ccc(OC)c(NC(=O)c2[nH]c(C)c(C(C)=O)c2C)c1
    i | 11 | 14 | -0.53 | 1508 | 1.5 | 0.9 | 9.6 | -6.8 | 1058 | -4% | · | · | 1.9 | -0.12 | 1.2 | -1.7 | i | -19
O=C(CSc1nncs1)Nc1ccc2c(c1)OCCO2
    i | 12 | 10 | 2.6 | 754 | 1.1 | 1.3 | 14 | · | · | -34% | 10 | 860 | -0.48 | 0.34 | 0.0034 | 0.9 | i | -18
CCN(CC)S(=O)(=O)c1ccc(OC)c(NC(=S)Nc2ccc(C)c(C)c2)c1
    i | 19 | 10 | -0.72 | 1275 | 2.8 | 2.5 | 11 | 0.7 | 901 | 19% | -7 | 633 | -0.56 | -0.23 | -0.32 | 0.54 | i | 8
CC(C)(C)OC(=O)NCCCCCc1nnc(SCc2ccc(F)cc2)o1
    i | · | · | 0.5 | 1558 | · | · | · | -2.7 | 1134 | 17% | -2 | 726 | -0.88 | -0.21 | -0.5 | 1 | · | ·
CCC(C)NCCOCCOc1ccc(C)cc1Br (stereo not drawn)
    i | 22 | 16 | 0.75 | 1126 | 2.8 | 1.7 | 7.1 | -1.3 | 1395 | -3% | · | · | -0.062 | -0.2 | -0.16 | 0.004 | i | -7
O=S(=O)(NCc1cccnc1)c1cccn1-c1ncc(C(F)(F)F)cc1Cl
    i | -21 | -10 | -0.6 | 1250 | 2.9 | 2.6 | 8.3 | 0.8 | 1515 | 26% | -24 | 580 | 0.46 | 0.14 | 0.28 | -0.95 | i | 2
O=C1Nc2ccc(Br)cc2C12NNc1ccccc1O2 (stereo not drawn)
    i | 88* | 82* | 14* | 1143* | 4.7 | 2.0 | 9.5 | 3.6 | 958 | -33% | 5 | 610 | 0.35 | 44 | 6.3 | -2.9 | + | 0.0*
CC(NC(=O)CNC(=O)C(Cc1ccccc1)NC(=O)OCc1ccccc1)C(N)=O (stereo not drawn)
    i | 6 | -1 | · | · | 3.0 | 2.8 | 9.0 | -2.4 | 1009 | -3% | -17 | 664 | 0.16 | -0.3 | -0.086 | 0.35 | i | 2
C/C(=N/Oc1nc(C)cc(C)n1)c1ccc(Br)cc1
    i | 3 | -3 | 1.7 | 897 | 1.7 | 1.6 | 6.4 | · | · | 7% | 11 | 808 | -0.31 | -0.18 | -0.069 | 0.71 | i | -2

Arranged by SMILES length (smallest number first): 3 of the compounds above.
Fields – Yfh1-off respiration | WT yeast gro inh | WT yeast gro inh mutant strain | Insulin prom up | Insulin prom up cell count | MT stabilize HCS | MT stabilize HCS Hoechst-high % | MT stabilize HCS cytotoxicity % | b-catenin transl | b-catenin transl cell count 5 µM | NOD2 inhibition | Hep lipid drop | Hep lipid drop cells 6.5 µM | Dynein cargo inh | Dynein cargo inh cytoplasmic EGFP | Dynein cargo inh nuclear GR-EGFP | Dynein cargo inh cell count | Autophagy mod | Autophagy mod cell loss 18 h
CCC(=O)c1c[nH]c(C(=O)NCc2cccs2)c1
    i | · | · | -0.53 | 936 | · | · | · | -1.2 | 1324 | -5% | -17 | 667 | -0.69 | -0.25 | 0.1 | -0.15 | · | ·
CNc1nc(NC)nc(-n2c(C(F)(F)F)nc3ccccc32)n1
    i | 24 | 30 | -0.21 | 1381 | 1.3 | 1.3 | 4.6 | -0.4 | 1204 | 7% | · | · | 0.62 | 0.038 | 0.79 | -0.26 | i | -1
O=S(=O)(NCc1cccnc1)c1cccn1-c1ncc(C(F)(F)F)cc1Cl
    i | -21 | -10 | -0.6 | 1250 | 2.9 | 2.6 | 8.3 | 0.8 | 1515 | 26% | -24 | 580 | 0.46 | 0.14 | 0.28 | -0.95 | i | 2

An excerpt (hit frequency here may not be typical).
